High-throughput results deposited in PubChem BioAssay by several laboratories.
NPR2 activator: human GC-B receptor activators, primary screen, HEK293 GC-B cells, cGMP TR-FRET, EC30 CNP; activation, % at 10 µM; 0% at EC30 CNP, 100% saturating CNP; hit rate 0.11% among 370,000; Atrial natriuretic peptide receptor 2 (Homo sapiens), P20594;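 active means activation at 10 µM reaching about 35% in either raw or pattern-adjusted values, limit read from the data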
hcDAF-12 act: H. contortus DAF-12 nuclear receptor activators, primary screen, cell-based, luminescence, HEK293, lit1-tk-luc reporter. HEK293 hcDAF-12 lit1-tk-luc reporter; 0% DMSO, 100% Δ7-dafachronic acid. activation, % at 6.8 µM. hit rate 1.4% among 370,000. AID 652067, 2013;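 active means activation above the mean of all tested compounds plus 3 SD, cut at about 5.5% in these data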;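 further: 100% = response to 3 µM Δ7-dafachronic acid high control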
ADAM10 inh: human ADAM10 inhibitors, primary screen, biochemical, QFRET, HTS. Disintegrin and metalloproteinase domain-containing protein 10 (Homo sapiens), O14672. recombinant ADAM10, EDANS/DABCYL FRET peptide cleavage, 3 h. inhibition, % at 7 µM. hit rate 0.62% among 370,000;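 active means inhibition above a per-campaign cutoff equal to the mean of compounds falling between control-based bounds plus 3 SD, cut at about 20% in these data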;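 further: 0% = DMSO wells while the 100% control is not disclosed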
Target sequence (O14672 214-748 limits assumed): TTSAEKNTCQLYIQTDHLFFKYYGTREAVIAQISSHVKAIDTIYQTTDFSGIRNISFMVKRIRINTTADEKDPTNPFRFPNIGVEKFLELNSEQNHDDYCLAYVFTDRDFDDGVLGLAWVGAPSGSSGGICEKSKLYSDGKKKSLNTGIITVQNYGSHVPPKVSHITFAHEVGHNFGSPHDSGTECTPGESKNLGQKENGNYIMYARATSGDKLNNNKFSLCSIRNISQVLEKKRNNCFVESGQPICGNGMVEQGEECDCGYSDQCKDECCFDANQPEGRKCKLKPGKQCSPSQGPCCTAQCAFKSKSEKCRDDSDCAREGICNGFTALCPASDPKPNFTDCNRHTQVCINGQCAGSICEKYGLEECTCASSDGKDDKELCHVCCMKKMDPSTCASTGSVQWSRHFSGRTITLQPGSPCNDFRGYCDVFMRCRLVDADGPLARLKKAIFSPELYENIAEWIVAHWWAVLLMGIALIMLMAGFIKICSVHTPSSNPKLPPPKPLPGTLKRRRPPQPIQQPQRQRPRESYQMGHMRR
GC-A act: GC-A stimulated cGMP production enhancers – HEK293 GC-A cells, cGMP TR-FRET, EC30 ANP, primary screen; Atrial natriuretic peptide receptor 1 (Homo sapiens), P16066; 0% at EC30 ANP, 100% saturating ANP; activation, % at 10 µM; hit rate 0.14% among 370,000; in the data active means activation above about 40%
DAX1 inh-1: DAX1 (NR0B1) inhibitors on StAR promoter, primary screen, cell-based, luminescence, SF-1 (NR5A1), full-length DAX-1; hit rate 1.1% among 370,000; AID 652010, 2013; HEK293T StAR-luciferase reporter, SF-1/DAX-1 repression relief; inhibition, % at 6.8 µM;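 active means inhibition above the mean over all tested compounds plus 3 SD, cut at about 3.6% in these data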;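 further: 0% = DAX-1 cells with DMSO and 100% = cells lacking DAX-1 with DMSO; higher inhibition means more luminescence from relief of DAX-1 repression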
ssDAF-12 act: S. stercoralis DAF-12 nuclear receptor activators, primary screen, cell-based, luminescence, HEK293, GRIP1 co-expression, lit1-tk-luc; hit rate 1% among 370,000; activation, % at 6.8 µM; Nuclear hormone receptor DAF-12 (Strongyloides stercoralis); HEK293 ssDAF-12/GRIP1 lit1-tk-luc reporter; % of 3 µM dafachronic acid response; AID 652126, 2013;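 active means activation above the mean over all tested compounds plus 3 SD, cut at about 0.9% in these data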;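 further: 0% = DMSO-only wells and 100% = 3 µM delta7-dafachronic acid wells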
GAA850 FXN act: FXN promoter activators, primary screen, cell-based, luciferase luminescence, HEK293 lucGAA850. hit rate 0.56% among 360,000. AID 540364, 2011. activation, % at 6 µM. HEK293 lucGAA850 FXN promoter luciferase reporter, 24 h; percent of 10 µM SAHA response;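 active means activation above the average of all compounds screened plus 3 SD, cutoff fixed separately per campaign, cut at about 7.5% in these data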;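 further: 0% = DMSO wells and 100% = 10 µM SAHA wells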
hgDAF-12 ag: H. glycines DAF-12 receptor agonists, primary screen, cell-based, luminescence, HEK293, GAL4 fusion, UAS-luciferase; HEK293 GAL4-hgDAF12 UAS-luciferase reporter, agonist luminescence; normalized to butyrate control; AID 687014, 2013; activation, % at 6.8 µM; hit rate 1.8% among 370,000;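 active means activation above a cutoff set at the mean of all screened compounds plus 3 SD, cut at about 10% in these data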;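 further: 0% = DMSO wells and 100% = sodium butyrate wells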
DAX1 inh-2: DAX1 (NR0B1) inhibitors, primary screen, cell-based, HEK293, Gal4-DAX1, luciferase luminescence. HEK293 Gal4-DAX1 luciferase reporter. Nuclear receptor subfamily 0 group B member 1 (Homo sapiens), P51843. AID 504766, 2011. inhibition, % at 6.75 µM. hit rate 0.99% among 340,000;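 active means inhibition above the mean over all tested compounds plus 3 SD, cut at about 4.2% in these data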;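 further: 0% = DAX1-transfected cells with DMSO and 100% = empty-vector control cells with DMSO; inhibition shows as a rise in luminescence from relieved DAX1 repression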
Target sequence (P51843 207-470 limits assumed): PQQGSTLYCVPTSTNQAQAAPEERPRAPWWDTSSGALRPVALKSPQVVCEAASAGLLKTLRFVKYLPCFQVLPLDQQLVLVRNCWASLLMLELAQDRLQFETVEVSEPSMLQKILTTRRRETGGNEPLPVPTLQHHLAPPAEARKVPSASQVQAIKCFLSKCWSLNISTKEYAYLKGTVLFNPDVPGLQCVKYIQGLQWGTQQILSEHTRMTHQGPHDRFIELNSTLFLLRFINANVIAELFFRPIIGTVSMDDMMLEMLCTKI
SMARCA2 activ: SMARCA2 (BRM) function activators, primary screen, cell-based, luminescence, high throughput; MG213 cells, MMTV-luciferase reporter, dexamethasone, overnight; activation, % at 9.1 µM; hit rate 1% among 370,000; in the data active means activation above about 7.8%;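 further: 0% = vehicle wells and 100% = reference activator wells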
HGIII-sPLA2 inh: human group III sPLA2 inhibitors, primary screen, biochemical, QFRET, BODIPY PC-A2 liposome substrate; AID 743126, 2013; hit rate 0.56% among 370,000; inhibition, % at 12.2 µM; QFRET BODIPY PC-A2 liposome hydrolysis, fluorescence; Group 3 secretory phospholipase A2 (Homo sapiens), Q9NZ20;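 active means inhibition above mean plus 3 SD of compounds lying within the high and low control bounds, cut at about 19% in these data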;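 further: 0% = median of test compound wells and 100% = no enzyme DMSO wells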
An asterisk follows results filed as active; i = inactive; / = no result given.

Sequence of screens – NPR2 activator	hcDAF-12 act	ADAM10 inh	GC-A act	DAX1 inh-1	ssDAF-12 act	GAA850 FXN act	hgDAF-12 ag	DAX1 inh-2	SMARCA2 activ	HGIII-sPLA2 inh
(1) Cc1ccccc1OCC(=O)N(Cc1cccs1)C1CCS(=O)(=O)C1 (configuration not stated)
 : -5	1.5	4	-8	0.3	-0.9	0.3	-1.4	0.1	-3	-3
(2) N=c1oc2ccccc2cc1C(=O)Nc1cccc(F)c1
 : -3	1.7	-9	-1	0.8	-0.5	4.1	5.3	3.4	3	1
(3) CC(C)OCCCN1CN(S(=O)(=O)c2cccs2)c2nc3ccccc3nc21
 : -1	3.1	-192	-1	1.1	-1.3	/	3.1	/	1	1
(4) COc1ccc(-c2noc(CCC(=O)N3CCN(c4ccc(C(F)(F)F)cc4)CC3)n2)cc1
 : -6	-2.0	-1	-8	0.0	-1.5	1.6	1.1	-0.1	-2	0
(5) COc1ccc(CC2(CO)CCN(Cc3cnn(-c4ccccc4OC)c3)CC2)cc1
 : -4	-2.8	-6	-4	0.5	-1.6	0.0	-4.3	5.8*	-2	-4
(6) CCCNC(=O)c1ccc(N2CCC3(CC2)CC(c2cccc(Br)c2)=NO3)c(N)c1
 : -8	-2.5	-80	-4	-0.4	-2.0	-0.8	-3.3	-0.6	-2	-10
(7) O=C(N/N=C\c1ccc(Sc2ccccn2)o1)c1cccc(F)c1
 : -8	-2.0	-38	0	-0.3	-0.4	-1.9	4.8	0.8	-1	0
(8) CCOc1ncccc1C(=O)Nc1ccc(F)cc1
 : -1	0.7	-1	5	-0.7	-1.3	1.9	2.4	-0.6	2	-1
(9) CC1(C)CC(=O)C2=C(C1)OC(N)=C(C#N)C2CCc1ccccc1 (configuration not stated)
 : 9	0.2	-5	7	-1.1	-0.7	2.6	1.6	0.8	-1	4
(10) CC(C)[C@H](NC(=O)N1CC(=O)Nc2ccccc21)C(=O)N[C@@H](Cc1c[nH]c2ccccc12)C(=O)O
 : 9	5.3	-15	4	1.3	-0.1	0.3	1.9	1.2	1	-26
(11) Cc1c(OCC(=O)NC(Cc2ccc(Cl)cc2)C(=O)O)ccc2c1oc(=O)c1ccccc12 (configuration not stated)
 : -3	-4.5	i	0	0.9	-1.5	-1.0	-3.1	2.5	0	-3
(12) COc1ccc(CCNC(=O)NC2CCCCC2)cc1OC
 : 5	-1.1	-1	0	1.8	-1.6	3.3	1.4	-0.1	0	1
(13) COc1cccc(C(=O)CSc2nnc(-c3cccs3)o2)c1
 : -3	0.6	8	5	0.3	-1.3	0.5	0.6	0.6	-1	-31
(14) CN1/C(=C\C(=O)c2oc3ccccc3c2N)C(C)(C)c2ccccc21
 : 2	-2.8	-30	-2	-1.8	-1.8	-0.2	-1.9	-2.9	0	3
(15) Cc1coc2cc3oc(=O)c(CCC(=O)NCc4ccccn4)c(C)c3cc12
 : -3	-1.3	-198	3	-0.8	-1.6	-0.3	-2.4	0.3	-1	-2
(16) O=C(NC1CCN(c2ncccn2)CC1)c1c(F)cccc1F
 : 5	-0.5	-23	-2	-0.3	-1.2	1.9	3.4	1.1	-2	2
(17) CCn1cc(CCCC(=O)NCc2cccc(OC)c2)c2ccccc21
 : 3	1.5	-5	-4	0.2	-1.3	-0.2	-0.8	1.9	-1	-10
(18) C=CCOc1nc(N2CCCC2)nc(N2CCCC2)n1
 : -1	-0.9	5	-2	-0.4	-1.2	0.8	-1.1	0.6	2	-4
(19) O=C(Cc1ccccc1)N1CCN(S(=O)(=O)c2ccc([N+](=O)[O-])cc2)CC1
 : -1	0.1	0	0	0.5	-1.2	1.3	-2.5	-0.1	-3	-4
(20) COc1ccccc1C(=O)Oc1ccc(C(C)C)cc1
 : -2	-0.8	-2	-2	0.1	-1.4	3.0	2.0	0.0	1	2
(21) CCc1nc2c(OCc3ccc(F)c(F)c3)cccn2c1N(C)C(=O)c1ccc(OC)cc1
 : 0	-1.0	-10	-5	-0.9	-1.4	-1.4	-0.5	/	-5	7
(22) CN(Cc1cccc([N+](=O)[O-])c1)Cc1cccc2ccccc12
 : -1	0.7	11	3	-0.2	-1.4	1.7	-0.4	-0.2	1	-1
(23) Cc1ccc(OC(=O)c2sc(Cl)nc2C)cc1C
 : 6	-1.4	-7	71*	-0.3	-1.2	0.5	-1.9	4.3*	-1	21*
(24) CCNC(=S)Nc1ccc(Cl)c([N+](=O)[O-])c1
 : -2	-1.6	1	4	-0.6	-1.6	2.1	-0.9	-1.0	-2	-1
(25) CC(=O)c1c(C)[nH]c(C(=O)OCC(=O)NCCc2ccc(F)cc2)c1C
 : 0	-1.5	2	-2	-1.1	-1.6	-1.9	-2.8	0.5	-1	-8
(26) CCOC(=O)C1=C(Nc2cccc(Cl)c2)OCC1=O
 : -18	-1.9	0	1	-1.1	-1.2	1.1	-2.3	-0.2	0	11
(27) CCCc1[nH]nc2c1C(Cc1ccccc1)C(C#N)=C(N)O2 (configuration not stated)
 : -7	2.0	-4	4	0.0	-0.5	1.9	-4.5	-0.6	3	-14
(28) COC(=O)CNC(=O)Cc1c(C)n(C(=O)c2ccc(Cl)cc2)c2ccc(OC)cc12
 : 1	1.6	-15	-5	-0.8	-0.2	0.7	-1.1	0.3	0	2
(29) Cn1cccc1C(C#N)(CC#N)c1cccc(F)c1C#N (configuration not stated)
 : 3	0.0	-8	-5	0.4	-1.2	-0.3	-0.2	1.0	-5	2
(30) COc1ccccc1-c1nnc2sc(COc3ccccc3)nn12
 : -3	-1.1	5	3	-0.6	-1.3	1.3	-0.3	-0.2	-4	2
(31) O=C(O)c1[nH]c2ccc(Cl)cc2c1CC(=O)N1CCN(c2ccccc2)CC1
 : 3	-0.2	1	-2	-0.2	-1.1	0.9	2.5	-0.2	-1	-10
(32) COc1ccc(C(=O)NC(=S)NCc2ccco2)cc1OC
 : 2	-1.5	-9	1	-0.4	-1.6	-1.1	-2.7	-0.4	0	4
(33) COC(=O)Cc1c[nH]c2cccc(OCC(O)CN(Cc3ccccc3)C(C)C)c12 (configuration not stated)
 : -11	-0.5	-8	-12	-1.3	-1.4	-4.8	-0.1	0.1	-2	-42
(34) CCOc1ncccc1C(=O)Nc1ccc2c(c1)OCO2
 : 3	-1.5	-2	11	0.1	-1.2	1.4	2.0	-0.6	1	-6
(35) COc1ccc(CCNC(=O)CN2C(=O)COc3ccc(S(=O)(=O)N4CCOCC4)cc32)cc1OC
 : -3	-1.2	10	-1	-0.8	-0.8	-0.7	0.7	0.6	-5	11
(36) O=C(O)c1ccc(NC2=C(Cl)C(=O)c3ccccc3C2=O)cc1
 : 6	6.7*	5	12	-0.1	0.9*	0.8	2.2	3.3	2	0
(37) CN(C(=S)SCc1ccccc1)C1CCS(=O)(=O)C1 (configuration not stated)
 : 5	-2.0	-1	2	-1.0	-1.6	-0.6	3.4	0.3	1	3
(38) CN(Cc1c(C(=O)N/N=C/c2ccc(O)cc2)nnn1-c1nonc1N)C1CCCCC1
 : 4	-1.7	2	0	0.2	-1.1	-2.9	1.8	0.9	-3	-9
(39) O=c1c2ccccc2c(-c2ccccc2)nn1Cc1ccc(Cl)cc1
 : 5	-1.4	6	8	0.2	-0.9	-1.5	-1.1	0.3	-2	-5
(40) CCOC(=O)c1ccc(NC(=O)c2nc[nH]c2C(=O)N(C)Cc2ccccc2)cc1
 : 4	-1.0	6	5	0.0	-1.5	0.9	-0.6	0.0	-1	-27
(41) CN(Cc1ccccc1)C(=O)[C@H]1CCC(=O)N1Cc1ccco1
 : 1	-0.2	0	-2	-0.1	-1.1	-0.2	1.7	1.9	-3	2
(42) CC(C)NC(=O)CSc1nnc(-c2ccc(C(C)(C)C)cc2)n1C
 : -2	2.9	-3	1	0.1	-2.0	1.9	5.8	-1.4	1	0
(43) COc1cccc(OCCCOc2ccccc2C(C)C)c1
 : -4	2.3	0	-6	-0.1	-1.4	2.5	0.1	3.8	-2	15
(44) Cc1ccc2[nH]c(C(=O)NN=C3CCCCC3)c(-c3ccccc3)c2c1
 : 4	-1.5	-44	2	-0.8	-1.0	-1.5	1.1	-0.9	-3	-7
(45) COc1ccc(CCNC(=O)c2cc(=O)c3ccc(C)cc3o2)cc1OC
 : 1	-3.0	6	3	-0.8	-1.3	2.4	-2.7	-1.2	-4	0
(46) OC(CNCC1(N2CCCCC2)CCCCC1)COc1ccc(Cl)cc1Cl (configuration not stated)
 : -2	-1.0	-3	-11	-0.4	-1.6	-1.5	-2.5	-0.1	-2	4
(47) Cc1ccccc1-n1c(C)cc(/C=N/Nc2ccc([N+](=O)[O-])cn2)c1C
 : -7	-0.2	-2	5	-0.1	-1.6	0.9	3.5	2.3	4	2
(48) O=C(c1ccccc1Sc1c(Cl)cccc1[N+](=O)[O-])N1CCOCC1
 : -4	-3.0	-2	0	-0.1	-0.7	0.6	2.2	-0.1	0	-1
(49) COc1ccc(N2CCN(S(=O)(=O)c3ccc(OC)cc3)CC2)cc1
 : 0	1.3	1	-2	-0.1	-1.5	1.6	1.6	0.6	0	11
(50) COc1cc(/C=C2/NC(=O)N(Cc3ccccc3F)C2=O)ccc1O
 : 0	-2.1	-13	9	1.6	-1.4	0.5	-2.6	0.4	-5	-10
(51) O=C(O)c1ccccc1C(=O)NCc1ccccc1
 : 1	-0.7	-7	4	-0.6	-0.3	-0.1	-1.8	0.3	1	-2
(52) Cn1c(O)c(N=NC(=O)Cc2c[nH]c3ccccc23)c2ccccc21
 : 6	0.2	-6	-2	-1.5	-0.7	-1.4	-3.7	2.3	-2	-30
(53) O=C1C(Cl)=C(NCc2ccco2)C(=O)c2ccccc21
 : -6	2.4	-19	-6	-2.9	-0.2	-0.6	-4.4	-1.6	-4	14
(54) COc1ccc(S(=O)(=O)N2CCN(C(=O)[C@H](Cc3ccccc3)NC(=O)c3ccco3)CC2)cc1
 : -5	1.1	-16	-1	2.9	-0.5	-1.4	4.3	-0.2	-3	-13
(55) COC(=O)C1CN(Cc2ccccc2)C(=O)C1=O (configuration not stated)
 : 2	-1.1	-18	-1	-0.2	-1.5	-1.7	-1.9	0.1	-2	6
(56) COc1ccc(N2C(=O)CC(N(CCc3ccccc3)C(=O)/C=C/C(=O)O)C2=O)cc1 (configuration not stated)
 : 3	-1.1	-4	5	0.5	-0.8	-0.4	-0.5	-0.2	0	2
